# CCT chaperon mod = changes cytosolic chaperonin activity; purified chaperonin ATPase assay, HTRF ADP detection, 30 min; 360,000 compounds, 0.3% hits; activity change, % (concentration not given with the values), hits read low; in the data active = activity change below about -30%; note: % is set by controls: 0 for no effect and ±100 for the full control effect
#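 Enzyme 40 or 20 nM (batch-dependent) in Tris pH 7.4/KCl/MgCl2/DTT; cpd 76 uM single point; ATP 10 uM; 30 min 37 °C; Transcreener ADP HTRF detection, 30 min RT; ratio 665/615.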
# Nrf2 block = inhibitors of Nrf2 signaling; Potency, µM (series often up to 46 µM), for the others: at the highest dose activity change, negative = inhibition, most hits filed as inhibitors; A549 ARE-Fluc reporter, luciferase luminescence, 18-24 h; 360,000 compounds, 2.1% hits; note: potency is the fitted concentration of half-maximal effect; % is set by controls: 0 for no effect and ±100 for the full control effect; nearly all actives have a fitted effect of over 60% in size
#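 Cells were seeded and rested 2 h, then exposed to compounds for 18-24 h. CellTiter-Fluor was read first as a viability measure. BugLite was added 15 min before the final luminescent read of ARE-luciferase activity in A549 cells.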
# pAkt inh = Akt phosphorylation inhibition; Neuro2A IGF-stimulated pAkt S473 HTRF, 20 min; active compounds read low; activity change, % for hits at 50 µM; 360,000 compounds, 0.32% hits; in the data active = activity change below about -80%; inconclusive = mostly about -51% to -80%; note: % is set by controls: 0 for no effect and ±100 for the full control effect
#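 Neuro2A cells in DMEM with 0.5% FBS, overnight at 37 deg C, given compound at single 50 µM final, then IGF (6 nM final) for 20 min at 37 deg C. Lysed; phospho-Akt Ser473 by HTRF after 24 h, 665/615 ratio.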
# EPAC2 agonist = activates human EPAC2 exchange factor; Q8WZA2; EPAC2 activation, biochemical qHTS; response scale: 100% = 6.5 mM cAMP response; 360,000 compounds, 0.079% hits; Potency, µM (titrated, usually from 154 µM), for the others: at the highest dose activation, actives largely listed as activators; note: potency is the fitted concentration of half-maximal effect; nearly all actives have a fitted effect of over 50% in size
# Target sequence (Q8WZA2 whole entry, looked up): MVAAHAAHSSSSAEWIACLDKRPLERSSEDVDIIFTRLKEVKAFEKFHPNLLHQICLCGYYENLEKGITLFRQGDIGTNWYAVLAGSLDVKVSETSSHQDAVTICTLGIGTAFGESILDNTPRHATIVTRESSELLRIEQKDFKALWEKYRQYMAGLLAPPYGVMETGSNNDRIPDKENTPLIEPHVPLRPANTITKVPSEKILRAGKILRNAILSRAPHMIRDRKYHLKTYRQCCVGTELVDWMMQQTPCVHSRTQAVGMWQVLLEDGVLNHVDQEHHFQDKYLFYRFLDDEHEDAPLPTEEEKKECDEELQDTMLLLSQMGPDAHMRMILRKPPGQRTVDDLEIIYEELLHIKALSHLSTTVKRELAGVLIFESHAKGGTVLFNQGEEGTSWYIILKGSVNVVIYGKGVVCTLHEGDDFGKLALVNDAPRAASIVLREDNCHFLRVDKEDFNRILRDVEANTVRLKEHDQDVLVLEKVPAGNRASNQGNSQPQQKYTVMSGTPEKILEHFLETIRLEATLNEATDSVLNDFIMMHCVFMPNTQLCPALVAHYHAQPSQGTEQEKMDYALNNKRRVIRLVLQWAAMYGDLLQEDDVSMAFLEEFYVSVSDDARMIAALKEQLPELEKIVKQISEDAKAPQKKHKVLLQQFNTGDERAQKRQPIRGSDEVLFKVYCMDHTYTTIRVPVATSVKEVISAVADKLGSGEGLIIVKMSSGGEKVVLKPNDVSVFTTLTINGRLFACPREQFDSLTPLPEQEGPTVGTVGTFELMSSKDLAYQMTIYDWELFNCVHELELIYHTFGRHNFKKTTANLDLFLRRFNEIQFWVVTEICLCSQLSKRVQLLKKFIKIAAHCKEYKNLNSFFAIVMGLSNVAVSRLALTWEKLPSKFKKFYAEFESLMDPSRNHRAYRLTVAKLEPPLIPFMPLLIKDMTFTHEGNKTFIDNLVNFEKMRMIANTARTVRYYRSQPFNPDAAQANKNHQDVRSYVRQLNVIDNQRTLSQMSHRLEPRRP
#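 Guanine nucleotide exchange by EPAC2 is measured as reduced fluorescence of BODIPY-GDP once it is released from 250 nM Rap1B. Plates are read kinetically for 30 min at room temperature; results are scaled to 6.5 mM cAMP.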
# Nrf2 activator = activates Nrf2 signaling | AREc32 ARE-luciferase reporter (MCF7-derived line), luminescence, 24 h | Potency, µM (titrated, usually from 46.1 µM), for the others: top-dose activation, most hits filed as activators | 410,000 compounds, 0.31% hits; note: potency is the fitted concentration of half-maximal effect; % of control where 0% means no effect; nearly all actives have a fitted effect of over 65% in size
#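 ARE-driven firefly luciferase activity in AREc32 cells measured after a 24 hr compound exposure at 37 deg C, using Steady-Glo reagent and a 30 min room-temperature hold.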
# MmCpn inh = M. maripaludis TRiC chaperonin inhibition; purified Mm-Cpn ATPase, ADP Transcreener TR-FRET; Potency, µM (doses to about 76.9 µM), inactives show top-dose activity, negative = inhibition, usual class: inhibitors; 330,000 compounds, 0.031% hits; AID 504842; note: potency is the fitted concentration of half-maximal effect; % is set by controls: 0 for no effect and ±100 for the full control effect; nearly all actives have a fitted effect of over 80% in size
#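 Inhibition of chaperonin ATP hydrolysis is measured as reduced ADP production, detected by competitive TR-FRET in which signal falls with ADP. Final enzyme 25 nM and ATP 10 uM, reacted 30 min at 37°C.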
# EPAC2 antagonist = blocks human EPAC2 exchange factor; 360,000 compounds, 0.18% hits; Q8WZA2; EPAC2 GEF exchange of Rap1B-BODIPY-GDP, fluorescence; Potency, µM (top dose mostly 114 µM), for inactives: at the top dose activity, negative = inhibition, hits mostly inhibitors; AID 720708; note: potency is the fitted concentration of half-maximal effect; % is set by controls: 0 for no effect and ±100 for the full control effect; nearly all actives have a fitted effect of over 45% in size; many of its hits are not listed in these tables
# A549 tox = A549 cytotoxicity, counter-screen for Nrf2 inhibitors; A549 ARE-Fluc cells, CellTiter-Fluor viability, 18-24 h; Potency, µM (series often up to 46 µM), for the others: at the top dose activity change, negative = cytotoxicity, usual class: inhibitors; 390,000 compounds, 0.16% hits; note: potency is the fitted concentration of half-maximal effect; % is set by controls: 0 for no effect and ±100 for the full control effect
#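 A549 ARE_Fluc cells in 5% FBS OPTI-MEM were exposed to compounds in concentration-response for 18-24 h at 37 deg C. Viability was read by CellTiter-Fluor fluorescence (Ex 405/Em 525) after 30 min, before the luciferase read.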
# TGFb inhibitor = inhibitors of TGF-b signaling | HepG2 CAGA-GFP TGF-b/SMAD3 reporter, GFP fluorescence, 18 h; TGF-beta stimulated, 500 pg/mL final | Potency, µM (highest dose often 46.1 µM), without a hit: at the highest dose activity, negative = inhibition, usual class: inhibitors | 410,000 compounds, 1.2% hits | AID 588855; note: potency is the fitted concentration of half-maximal effect; % is set by controls: 0 for no effect and ±100 for the full control effect; nearly all actives have a fitted effect of over 65% in size
#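 Cell-based qHTS in HEPG2 carrying a CAGA-GFP Smad reporter; compounds added before 500 pg/mL final TGF-beta, 18 h incubation at 37 degrees C, GFP fluorescence quantified per cell by imaging cytometry.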
# * hit, by the source's call; i = inactive; ? = inconclusive; . = no result given; [ ] = another dose, or the depositor's remark. Unless noted, calls come from the whole dose curve; as a rule, active = well fitted curve in the direction sought with a large enough effect; inconclusive = small, poorly fitted or top-dose-only effect, or another doubt; inactive = no such curve, though single readings can be large; an effect the other way counts as inactive or inconclusive.
SMILES,CCT chaperon mod,Nrf2 block,pAkt inh,EPAC2 agonist,Nrf2 activator,MmCpn inh,EPAC2 antagonist,A549 tox,TGFb inhibitor
CCc1ccc(NC(=O)Cn2c(=O)n(CCC(=O)N3CCc4ccccc4C3)c(=O)c3ccccc32)cc1,.,-2%,.,.,-0.8%,.,.,3%,9%
CCCn1cnc2scc(-c3ccc(C)c(C)c3)c2c1=O,1.8,-8%,i,10%,3.1%,-1%,0%,5%,18%
CCc1cccc(C)c1NC(=S)NCC(c1cccnc1)N(C)C (stereo not given),-2.1,-3%,i,8%,-0.7%,-2%,14%,3%,-2%
CSc1ccc(S(=O)(=O)NCc2ccc(Cl)cc2Cl)cc1,-0.4,.,i,6%,0.3%,0%,?,11%,?
C/C(=N\NC(=O)c1nnn(-c2nonc2N)c1CSc1ccccc1)c1cccnc1,-1.3,2%,.,6%,-0.5%,-4%,-13%,11%,9%
O=C(CSc1nc2cccnc2n1Cc1ccccc1)NCc1ccco1,-3.1,-8%,i,-5%,-0.8%,0%,2%,-5%,-10%
O=C(NC1CCCc2ccccc21)c1cc(S(=O)(=O)N2CCOCC2)ccc1F (stereo not given),-0.7,-9%,i,1%,0.0%,0%,5%,15%,1%
Cc1ccc(S(=O)(=O)c2nc(-c3ccco3)oc2SCC(=O)c2ccc(Cl)cc2)cc1,.,10%[9.27 µM],.,.,4.7%,.,.,-5%,2%
Cc1ccc(-c2cnc3cccnn23)cc1F,0.6,.,i,3%,9.1%,.,-26%,.,10%
Cc1ccc(C(=O)C(OC(=O)CN2C(=O)c3ccccc3C2=O)c2ccccc2)cc1C (stereo not given),-5.9,14%,i,5%,-1.2%,1%,10%,-10%,?

# Not a retest: an excerpt of the list.
SMILES,CCT chaperon mod,Nrf2 block,pAkt inh,EPAC2 agonist,Nrf2 activator,MmCpn inh,EPAC2 antagonist,A549 tox,TGFb inhibitor
O=C(NC1CCCc2ccccc21)c1cc(S(=O)(=O)N2CCOCC2)ccc1F (stereo not given),-0.7,-9%,i,1%,0.0%,0%,5%,15%,1%
Cc1ccc(S(=O)(=O)c2nc(-c3ccco3)oc2SCC(=O)c2ccc(Cl)cc2)cc1,.,10%[9.27 µM],.,.,4.7%,.,.,-5%,2%
Cc1ccc(-c2cnc3cccnn23)cc1F,0.6,.,i,3%,9.1%,.,-26%,.,10%
Cc1ccc(C(=O)C(OC(=O)CN2C(=O)c3ccccc3C2=O)c2ccccc2)cc1C (stereo not given),-5.9,14%,i,5%,-1.2%,1%,10%,-10%,?

# Later entries:
SMILES,CCT chaperon mod,Nrf2 block,pAkt inh,EPAC2 agonist,Nrf2 activator,MmCpn inh,EPAC2 antagonist,A549 tox,TGFb inhibitor
O=C(Nc1nc2ccccc2[nH]1)c1cccs1,-0.2,?,i,-2%,24%,?,9%,4%,0%
CCN1CCN(C(=O)CN(c2ccccc2C)S(C)(=O)=O)CC1,-0.3,?,i,-5%,-0.1%,-2%,4%,-4%,0%
CCN(Cc1ccccc1)C(=O)CSc1nc(C)cc(=O)[nH]1,-1.7,8%,i,0%,-0.1%,2%,2%,2%,13%
CCCN(CC(=O)Nc1cc(Cl)ccc1Cl)C(=O)c1ccccc1SCC(=O)N1CCCC1,-1.2,15%,i,-2%,-0.2%,1%,-3%,-3%,-8%
Cc1ccc(N(C=NC#N)CC(=O)N2CCN(c3ccccc3)CC2)cc1,-1.6,7%,i,6%,-0.4%,-2%,20%,-8%,23%
O=C(/C=C/c1ccccc1[N+](=O)[O-])NC1CCCC1,-0.4,?,i,-7%,3.2%,2%,2%,1%,-24%
CC(C)(C#CC(O)(c1ccccc1)c1ccccc1)N1CCCCC1,-4.2,10%,i,1%,0.4%,3%,0%,9%,-21%
Cc1ccccc1NC(=S)N/N=C/C(C)c1ccccc1 (stereo not given),0.8,3%,i,-2%,0.9%,-1%,-3%,-1%,0%
Cn1c(CNC(=O)c2ccccc2F)nnc1SCc1ccc(F)cc1,-1.4,5%,i,3%,-0.7%,1%,3%,0%,4%
CCCN(CCC)CCCn1c(=O)[nH]c2ccccc21,-0.3,15%,i,7%,0.3%,-3%,8%,1%,8%
COCCn1c(SCCCC(=O)c2ccc(Br)cc2)nnc1-c1ccncc1,-1.9,-9%,i,3%,-0.3%,1%,-2%,-4%,-29%
O=C(O)/C(=C\c1cccc(F)c1)c1ccc(S(=O)(=O)N2CCCCC2)s1,0.2,-10%,i,20%,0.0%,0%,-2%,0%,-14%
Cc1c(C(=O)N2CCCCCC2(C)C(=O)NCC(C)C)oc2ccccc12 (stereo not given),1.4,.,i,-1%,1.8%,.,-13%,.,-1%
O=C(c1cc(-c2cccc(Cl)c2)on1)N1CCCCC1,.,?,.,.,8.3%,.,.,6%,-5%
O=C(CSc1ccc(-c2ccco2)nn1)NCCc1ccccc1,-1.0,2%,i,3%,?,3%,-6%,-7%,-26%
COc1cccc(C(=O)Oc2cc3c4c(c2)C(C)=CC(C)(C)N4C(=O)C3=O)c1,-1.3,?,i,4%,3.4%,-2%,-10%,2%,-22%
CCOc1ccc2nc(NC(=O)COc3ccc(N(C)S(=O)(=O)c4ccc(C)cc4)cc3)sc2c1,-2.5,?,i,-6%,0.1%,0%,?,-1%,9%
COc1cc(OC)c(-c2nn3c(C4CCCCC4)nnc3s2)cc1OC,0.8,.,.,-20%,-0.2%,-1%,-11%,-7%,-18%
CCO[C@H]1OC(C(=O)NCc2nc3ccccc3[nH]2)=C[C@@H](C)[C@@H]1CCCO,0.4,5%,i,5%,-0.7%,.,-5%,2%,-4%
O=C(CCSc1nnc(-c2ccco2)o1)Nc1ccc(Cl)cc1,0.2,?,i,-4%,3.8%,0%,13%,-14%,-8%
Cc1ccc(CN2CC(C(=O)NC3CCCC(C)C3C)CC2=O)cc1 (stereo not given),-3.2,-7%,i,-3%,-0.9%,-1%,-19%,-1%,-26%
CCCCCCC1(C)NC(=S)N(c2ccccc2)N1 (stereo not given),-3.3,6%,i,4%,4.3%,-3%,-17%,13%,-3%
O=C(CCC1CCCCC1)NCc1ccc(F)cc1,-0.8,0%,i,8%,-0.2%,1%,-3%,6%,-6%
Cc1ccc2nc(NC(=S)NC(=O)c3ccco3)sc2c1,-3.3,?,i,0%,?,-2%,6%,-3%,-16%
O=C(NCCc1cccc(C(F)(F)F)c1)C1CCC(=O)N(C2CC2)C1 (stereo not given),-0.7,4%,i,14%,0.1%,1%,-1%,-3%,21%
Cc1noc(C)c1S(=O)(=O)N(C)C[C@H]1Oc2ccc(NC(=O)C3CCCCC3)cc2C(=O)N([C@H](C)CO)C[C@@H]1C,-2.4,-5%,i,1%,0.4%,0%,5%,6%,-24%
CC=CCn1c(SCCCc2ccccc2)nc2c1c(=O)[nH]c(=O)n2C,0.3,.,i,1%,0.1%,.,-11%,.,?
Cc1ccc(S(=O)(=O)N2CCCCC2)cc1NC(=O)c1ccc(Br)o1,-0.4,6%,i,20%,-0.2%,-1%,-12%,1%,-2%
CNC(=O)C1CCC(Cn2c(=O)c3sccc3n(CC(=O)Nc3ccc(C)c(F)c3)c2=O)CC1 (stereo not given),.,-21%,.,.,0.7%,.,.,-8%,-28%
c1ccc(Nc2nc(NCC3CCCO3)c3ccccc3n2)cc1 (stereo not given),-0.3,18µM*,i,13%,0.4%,1%,1%,-25%,?
Cc1cccc(CN(CC(=O)N/N=C/c2cccs2)S(=O)(=O)c2ccc(Cl)cc2)c1,-0.2,.,i,6%,3.2%,0%,-12%,-26%,?
CC1CCC2(CC1)NC(=O)N(CC(=O)Nc1ccc3c(c1)OCCCO3)C2=O (stereo not given),-3.2,0%,i,9%,0.4%,-1%,-11%,-6%,18%
Cc1c(OCC(=O)NCc2ccccn2)ccc2c3c(c(=O)oc12)CCCC3,-0.1,6%,i,5%,-0.7%,-2%,-8%,-1%,30%
CCOC(=O)CN1C(=O)C(C)(C)Oc2ccc(C(=O)Nc3ccccc3)cc21,-2.5,3%,i,-1%,2.2%,1%,-8%,0%,17%
Cc1ccc(C)c(S(=O)(=O)N2CCN(C(=O)c3cnccn3)CC2)c1,-1.9,.,i,5%,-0.9%,-1%,2%,-5%,9%
CC(Oc1ccc2ccc(=O)oc2c1)C(=O)NC1CC(C)(C)NC(C)(C)C1 (stereo not given),0.9,0%,i,8%,-1.5%,-16%,2%,0%,2%
CCCc1nc2c(s1)CCc1onc(-c3ccc(OC)cc3)c1-2,-1.1,8%,i,17%,3.0%,.,-14%,20%,?
CC(C)=N/N=c1\scc(C)n1Cc1ccco1,-3.2,0%,i,8%,0.9%,1%,-13%,2%,1%
CC1=CCC2C(=O)N(c3ccc(Br)cc3C)C(=O)C2C1 (stereo not given),-5.9,-1%,i,4%,-1.0%,-3%,3%,-11%,1%
CCN(CC)CCN(C(=O)c1ccc2c(c1)CCCC2)c1nc2cc(OC)c(OC)cc2s1,-0.3,5%,i,18%,-0.4%,3%,-12%,8%,-6%
CC(C(=O)c1ccccc1)C(O)c1ccccn1 (stereo not given),-1.8,?,i,9%,0.9%,.,13%,0%,30%
Cc1ccc(-c2nn(-c3ccccc3)cc2CO)cc1,-5.0,?,i,6%,2.8%,2%,-6%,-2%,2%
NC(=O)NC(=O)c1nccnc1C(=O)O,-1.0,-15%,i,6%,-0.4%,1%,3%,1%,-2%
COc1ccc(-c2c(C)oc3c(CN4CCN(CCO)CC4)c(O)ccc3c2=O)cc1OC,0.7,-5%,i,-9%,-0.9%,1%,-2%,-4%,-7%
O=C(COC(=O)c1cccs1)Nc1ccccc1,1.2,14%,i,6%,20%,-13%,15%,-10%,5%
CCCCCc1c(C)nc(Nc2nc(C)c3cc(OC)ccc3n2)[nH]c1=O,-0.7,-7%,i,-13%,0.2%,-2%,12%,-3%,2%

# Compound activity as filed in PubChem BioAssay.

# Some of the compounds tested, so the mix of outcomes need not match the whole.
